Screens (PubChem)
CRFBP-R2 agonist – agonists of CRF-BP/CRF-R2 complex, primary screen, cell-based, HEK293, calcium dye fluorescence, uHTS; CRF-binding protein / CRF receptor 2 complex (human); calcium dye fluorescence (FLIPR); percent of saturating CRF peptide response; activation, % at 13.2 µM; 350,000 compounds, 0.46% hits; AID 588473, 2011;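 active = activation of at least 50%, plus an integration ratio under a set limit after plate pattern correction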;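 note: plate controls were neutral control wells without compound for no effect and CRF at EC100 for full effect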
M4 antag – human M4 muscarinic receptor antagonists, primary screen, CHO cells, Fluo-8 calcium fluorescence | inhibition, % at 3 µM | 360,000 compounds, 0.73% hits | CHO-hM4 cells, ACh EC80 | AID 624125, 2012;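 active = inhibition above its plate's cutoff, the mean inhibition of sample wells plus 3 SD, cut at about 27% in these data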;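 note: 0% = acetylcholine EC80 with DMSO and 100% = DMSO without agonist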
Target sequence (P08173 whole entry, looked up): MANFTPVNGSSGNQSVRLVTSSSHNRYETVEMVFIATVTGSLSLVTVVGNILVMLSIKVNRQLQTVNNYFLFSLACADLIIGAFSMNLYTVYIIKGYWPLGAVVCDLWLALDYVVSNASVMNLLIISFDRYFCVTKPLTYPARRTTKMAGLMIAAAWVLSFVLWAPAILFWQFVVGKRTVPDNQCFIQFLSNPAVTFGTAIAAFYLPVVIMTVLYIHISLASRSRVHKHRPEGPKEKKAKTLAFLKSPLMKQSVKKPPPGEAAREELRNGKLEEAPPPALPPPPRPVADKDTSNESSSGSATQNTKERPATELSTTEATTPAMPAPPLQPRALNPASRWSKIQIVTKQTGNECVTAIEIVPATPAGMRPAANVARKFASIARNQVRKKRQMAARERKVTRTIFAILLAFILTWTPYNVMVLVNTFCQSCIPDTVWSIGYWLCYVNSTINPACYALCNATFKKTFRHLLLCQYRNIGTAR
M5 antag – human M5 muscarinic receptor antagonists, primary screen, CHO cells, Fluo-8 calcium fluorescence; inhibition, % at 3 µM; 360,000 compounds, 0.59% hits; CHO-hM5 cells, ACh EC80;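 active = inhibition above a per-plate cutoff, the mean of that plate's test compounds plus 3 SD, cut at about 27% in these data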;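 note: 0% = acetylcholine EC80 with DMSO and 100% = DMSO without agonist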
M4 PAM – human M4 muscarinic receptor positive allosteric modulators, primary screen, CHO-K1 cells, Fluo-8 calcium fluorescence | Muscarinic acetylcholine receptor M4 (Homo sapiens), P08173 | CHO-K1 hM4/Gqi5, ACh EC20; 0% = ACh EC20, 100% = maximal ACh | activation, % at 3 µM | 360,000 compounds, 0.4% hits;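 active = activation above its plate's cutoff, the mean activation of sample wells plus 3 SD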; note: some results filed as inactive read as strong as hits
CHRM4 agonist – human M4 muscarinic receptor agonists, primary screen, CHO-K1 cells, Fluo-8 calcium fluorescence; Muscarinic acetylcholine receptor M4 (Homo sapiens), P08173; CHO-K1 hM4/Gqi5; vehicle 0%, full acetylcholine response 100%; activation, % at 3 µM; 360,000 compounds, 0.14% hits; AID 624127, 2012;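 active = activation above the run mean over all test wells plus 3 SD, cut at about 32% in these data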;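 note: peak over basal fluorescence ratio per well then scaled between controls; 0% = DMSO wells and 100% = acetylcholine at EC100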
M5 ag – human M5 muscarinic receptor agonists, primary screen, CHO-K1 cells, Fluo-8 calcium fluorescence. CHO-K1 hM5 cells; 0% DMSO wells, 100% maximal acetylcholine response. activation, % at 3 µM. AID 624037, 2012. 360,000 compounds, 0.19% hits. Muscarinic acetylcholine receptor M5 (Homo sapiens), P08912;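 active = activation above the run's mean over test compounds plus 3 SD, cut at about 23% in these data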;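 note: signal is peak over basal fluorescence ratio across the kinetic read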
CHRM5 PAM – human M5 muscarinic receptor positive allosteric modulators, primary screen, CHO-K1 cells, Fluo-8 calcium fluorescence. activation, % at 3 µM. AID 624038, 2012. 360,000 compounds, 0.3% hits. CHO-K1 hM5, ACh EC20 PAM; 0% = ACh EC20, 100% = ACh EC100;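 active = activation above the run cutoff, the mean activation of all test compounds plus 3 SD, cut at about 18% in these data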
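Assay system: CHO-K1 hM5 cells / Incubation: Fluo-8 loading 80 min at 37 °C plus 30 min room temperature / Technique: Fluo-8 calcium dye fluorescence, kinetic read / Repeats: single replicate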
M1 antag – human M1 muscarinic receptor antagonists, primary screen, CHO-K1 cells, Fluo-8 calcium fluorescence, 1536-well | inhibition, % at 3 µM | CHO-K1 hM1, ACh EC80 antagonist | Muscarinic acetylcholine receptor M1 (Homo sapiens), P11229 | 360,000 compounds, 1.3% hits;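 active = percent inhibition above its own plate's cutoff, namely the mean of that plate's compound wells plus 3 SD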;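 note: peak over basal fluorescence ratio during 140 s after agonist addition; 0% = ACh EC80 plus DMSO and 100% = DMSO alone without agonist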
Target sequence (P11229 whole entry, looked up): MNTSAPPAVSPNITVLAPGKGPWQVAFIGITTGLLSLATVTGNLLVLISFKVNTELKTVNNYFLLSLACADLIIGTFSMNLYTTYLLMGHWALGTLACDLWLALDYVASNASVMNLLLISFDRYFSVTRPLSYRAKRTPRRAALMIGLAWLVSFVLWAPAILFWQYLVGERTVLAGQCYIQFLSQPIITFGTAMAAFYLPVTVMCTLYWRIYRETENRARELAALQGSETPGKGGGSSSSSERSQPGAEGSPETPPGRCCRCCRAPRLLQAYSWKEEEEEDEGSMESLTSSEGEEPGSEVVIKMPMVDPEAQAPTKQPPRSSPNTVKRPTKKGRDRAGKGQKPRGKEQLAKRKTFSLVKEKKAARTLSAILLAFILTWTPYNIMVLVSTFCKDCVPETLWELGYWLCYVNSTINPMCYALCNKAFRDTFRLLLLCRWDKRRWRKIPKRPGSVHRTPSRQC
CHRM1 PAM – human M1 muscarinic receptor positive allosteric modulators, primary screen, CHO-K1 cells, Fluo-8 calcium fluorescence, 1536-well | Muscarinic acetylcholine receptor M1 (Homo sapiens), P11229 | CHO-K1 hM1, ACh EC20; 0% = ACh EC20, 100% = maximal ACh | activation, % at 3 µM | 360,000 compounds, 0.088% hits | AID 588819, 2011; in the data active = activation above about 19%, passing the limit was not always enough
* = called active by the depositor; x = no result given.

SMILES	CRFBP-R2 agonist	M4 antag	M5 antag	M4 PAM	CHRM4 agonist	M5 ag	CHRM5 PAM	M1 antag	CHRM1 PAM
CC(C)(C)c1ccc(NC(=O)NC2CCCc3ccccc32)cc1 (centres undefined)	-2.5	-7.9	1.6	-7.1	1.0	-4.7	-2.5	10.8	-9.9
C[C@@H]1CN([C@@H](C)CO)C(=O)c2cc(Br)cnc2O[C@@H]1CN(C)C(=O)CN(C)C	5.0	-8.1	-3.2	7.4	0.3	1.3	1.6	-18.4	11.1
CN(C)C(=S)SCC(=O)NC(=O)NC(C)(C)C	0.8	-3.1	3.0	-0.7	0.1	1.4	5.1	-3.5	6.5
CC(=O)Nc1ccc(NC(=O)C(C)OC(=O)CCc2nc3ccccc3s2)cc1 (centres undefined)	-3.7	-7.1	6.6	7.5	4.0	-1.0	3.0	-6.7	5.3
Cc1nn(C(C)C(=O)NCCc2ccco2)c(=O)c2nn(-c3ccccc3)c(C)c12 (centres undefined)	1.1	16.8	20.5	50.7*	15.4	-0.5	23.5*	19.0	30.7*
CO[C@@H]1CN(C)C(=O)c2cc(NC(=O)Nc3cc(F)ccc3F)ccc2OC[C@H](C)N(C(=O)c2cnccn2)C[C@@H]1C	x	2.6	0.3	-6.0	0.6	0.4	-0.7	x	x
Cc1cccc(OCc2nnc(SCC(=O)NC3CCCC3)n2C)c1	-0.1	-1.1	9.8	6.8	1.5	-2.1	0.9	-14.5	14.6
CCc1ccc2oc(C(=O)Nc3nonc3C)c(C)c2c1	-0.2	0.1	16.1	-4.4	1.0	-6.4	-4.0	-1.7	-4.1
C=CCOc1cccc(C2C(C(=O)c3ccc(C)o3)=C(O)C(=O)N2Cc2ccncc2)c1 (centres undefined)	0.5	5.5	-4.7	-1.0	-0.5	-2.3	4.2	-16.4	2.3
COc1ccc(OC)c(N2C(=O)CC(NNC(=O)c3ccc4c(c3)OCO4)C2=O)c1 (centres undefined)	-1.2	-11.0	7.2	-2.2	2.0	1.2	-1.2	4.4	-3.8
O=C(COC(=O)c1n[nH]c(=O)c2ccccc12)Nc1cccc(S(=O)(=O)N2CCOCC2)c1	1.4	3.2	7.2	2.7	-0.8	2.6	-8.0	-10.5	7.3
C(=NN=C(NN=Cc1cccs1)NN=Cc1cccs1)c1cccs1	-0.1	-3.6	13.3	1.2	0.6	1.6	1.5	-6.0	3.5
COc1cc(/C=C/C(=O)OC(C)C(=O)Nc2ccc(Cl)cn2)ccc1OC(F)F (centres undefined)	1.1	7.0	7.0	-6.9	2.1	-9.0	-24.1	0.1	-11.3
O=C(COc1ccc(F)cc1)Nc1nc2c(s1)CCCC2	-1.3	-7.8	-6.1	-0.6	3.5	-0.4	1.2	-12.8	-7.8
CN(Cc1ccccc1)Cc1c(O)ccc2ccccc12	0.1	-5.3	-4.2	1.3	0.6	0.0	3.2	-4.3	7.8
Cc1cc([N+](=O)[O-])nn1CCCC(=O)NCc1ccc(F)cc1	3.2	-3.8	-8.0	-1.3	0.9	1.3	7.1	-4.1	11.6
CCN=C1Cn2c(nc3scc(-c4ccccc4)c3c2=O)CN1CC	1.4	-3.9	2.1	-4.0	2.3	-0.7	0.0	-6.7	3.6
Cc1ccc(N(CC(=O)O)S(C)(=O)=O)cc1	0.8	0.8	-18.4	7.8	0.4	-2.6	9.5	-1.1	7.0
CC(C)(C)C(=O)/C=C(\N)c1ccncc1	1.0	-0.5	2.5	2.7	0.5	-3.3	-0.5	-21.1	1.0
COc1cc(OC)c(OC)cc1/C=N/NC(=O)C[n+]1ccccc1	-0.7	10.0	2.6	1.2	-0.1	-1.7	-0.2	-6.2	-8.9
Cc1ccc(NS(=O)(=O)c2ccc(F)cc2)nc1	1.8	-2.2	0.1	-1.6	-0.8	3.4	9.1	-14.2	4.5
NC(=O)c1ccccc1NS(=O)(=O)c1ccc2c(c1)OCCO2	-1.8	2.4	-1.3	20.4	1.7	-0.2	-3.5	-0.6	8.9
CNC(=O)C(C)N1c2cccc3cccc(c23)S1(=O)=O (centres undefined)	1.2	-5.5	-2.1	-3.0	1.3	0.2	-2.3	-8.2	1.6
O=C(CSCc1c(F)cccc1Cl)NCC1CCCO1 (centres undefined)	0.6	-3.0	4.8	7.3	0.0	1.4	2.7	-7.9	7.4
O=C(COC(=O)c1cccc(S(=O)(=O)N2CCCC2)c1)Nc1cccc(Br)c1	1.1	-2.5	1.7	1.8	0.6	0.0	1.5	4.5	2.0

Three compounds from above, arranged by SMILES length, falling:
SMILES	CRFBP-R2 agonist	M4 antag	M5 antag	M4 PAM	CHRM4 agonist	M5 ag	CHRM5 PAM	M1 antag	CHRM1 PAM
O=C(COC(=O)c1n[nH]c(=O)c2ccccc12)Nc1cccc(S(=O)(=O)N2CCOCC2)c1	1.4	3.2	7.2	2.7	-0.8	2.6	-8.0	-10.5	7.3
Cc1cc([N+](=O)[O-])nn1CCCC(=O)NCc1ccc(F)cc1	3.2	-3.8	-8.0	-1.3	0.9	1.3	7.1	-4.1	11.6
Cc1ccc(NS(=O)(=O)c2ccc(F)cc2)nc1	1.8	-2.2	0.1	-1.6	-0.8	3.4	9.1	-14.2	4.5

The list goes on.
SMILES	CRFBP-R2 agonist	M4 antag	M5 antag	M4 PAM	CHRM4 agonist	M5 ag	CHRM5 PAM	M1 antag	CHRM1 PAM
COc1ccc(C(=O)N2CCn3c2nc2ccccc23)cc1	-1.6	-0.1	-1.5	-7.5	0.3	-0.8	-1.2	-5.2	3.9
O=C(CN1C(=O)c2ccccc2C1=O)NCCOc1ccccc1	-5.9	2.8	4.7	4.4	0.8	-1.0	0.5	-18.4	13.9
O=C(Nc1ccccc1-c1ccccc1)C1CCC1	-0.9	-8.9	2.0	1.7	53.7*	-3.7	-0.4	-7.0	12.2
Cc1ccc(C(=O)NCC(=O)Nc2cccc(S(=O)(=O)NC3=NCCCCC3)c2)cc1C	0.9	-4.7	-9.1	-0.8	0.9	-4.7	3.8	-11.1	13.8
CN(CC(=O)Nc1cccc(F)c1)C(=O)c1sccc1-c1ccccc1	-1.1	2.6	6.8	-0.2	6.3	-0.4	-2.8	-10.8	4.3
Cc1cc(Cl)ccc1NC(=O)COC(=O)c1nc2nccc(C)n2n1	0.8	2.2	8.3	-6.9	1.5	-1.0	-6.9	-0.8	2.7
COc1ccc(S(=O)(=O)N2CCCOC2CNC(=O)C(=O)NC2CCCC2)cc1 (centres undefined)	0.2	-16.8	-18.1	9.6	3.4	1.1	29.6*	-15.0	11.0
O=C1NC2(CCCCCC2)C(=O)N1Cc1ccccc1	1.2	-10.9	0.2	7.6	1.0	-7.4	2.3	-2.6	5.5
COc1ccc(C2=NN(CCC(=O)NCc3cccs3)C(=O)CC2)cc1	0.1	-1.9	0.7	4.3	0.8	1.0	8.3	-9.4	7.9
Cn1cnc([N+](=O)[O-])c1Oc1cccc(O)c1	0.9	5.0	-0.5	-2.5	0.0	-0.1	-0.4	-0.5	3.4
O=C(NCCNC(=O)c1ccccc1[N+](=O)[O-])c1ccccc1[N+](=O)[O-]	2.0	-5.8	9.6	-7.6	0.8	1.9	-12.3	-5.3	2.3
CCc1ccc2c(c1)cc(CN(C(=S)Nc1ccc(Cl)cc1)C1CC1)c1nnnn12	4.7	15.4	1.6	-3.1	-0.1	-0.9	0.7	4.4	-1.0
Cc1ccc(Oc2ncccc2C(=O)NCC(=O)O)cc1	0.0	-11.1	0.2	-0.2	0.1	0.3	20.6*	-14.0	8.0
Cc1cc(OC(C)C(=O)N2CCN(c3ccc(F)cc3)CC2)c2c(C)cc(=O)oc2c1 (centres undefined)	-1.1	-0.9	-4.9	11.7	1.2	-0.4	7.4	-9.1	16.7
Cc1cc(C)c(NC(=O)CNC(=O)c2ccc3ncsc3c2)c(C)c1	-0.6	14.9	7.9	-2.8	-0.2	0.2	-5.5	-4.5	3.6
O=C(C[C@H]1C(=O)N(c2ccccc2)C[C@@H]1Cc1ccccc1)Nc1ccccc1	-0.2	-4.9	8.0	1.6	1.3	-0.2	-2.4	-16.9	9.7
CC(C)(C)c1nc(SCC(=O)NCc2cccs2)c2ccccc2n1	-0.6	-8.1	-1.2	6.3	2.0	-2.2	-7.3	-10.4	8.7
COc1ccc(S(=O)(=O)N(C)CC(=O)NCc2cccnc2)cc1OC	-0.4	6.2	11.1	8.6	1.2	-2.0	-4.2	3.8	0.3
O=C(c1cc2ccccc2cc1O)N1CCN(c2cccc(Cl)c2)CC1	-0.9	-2.9	2.4	-6.5	2.1	-0.2	-4.8	0.5	0.4
Cc1c(O)ccc2c(CC(=O)N[C@@H](Cc3ccccc3)C(=O)O)cc(=O)oc12	1.6	5.0	9.5	-1.8	-0.7	-0.1	-0.6	-9.3	4.0
CC1(C)CC(=O)C=C(NCCN2CCN(C(=O)Nc3ccc(Cl)c(Cl)c3)CC2)C1	1.3	12.6	1.4	-3.4	5.5	-8.6	-1.0	-0.1	3.9
O=C(c1ccc2c(c1)OCO2)C1CCCN(Cc2ccccc2OC(F)F)C1 (centres undefined)	-1.7	40.4*	26.7	-14.6	1.7	-8.4	-13.7	74.8*	-22.9
O=C1NC[C@H](CCCCN2C[C@H](Cc3ccccc3)N(CC3CCCCC3)C(=O)C2=O)N(CCc2ccc(O)cc2)C1=O	x	-12.9	-4.9	5.5	0.8	-0.2	4.5	x	x
COc1ccc(NS(=O)(=O)c2ccc(NS(=O)(=O)c3ccc(C)cc3)cc2)nn1	-0.5	-9.1	-10.7	8.5	1.4	-5.1	7.4	0.2	3.5
Cc1onc(-c2c(Cl)cccc2Cl)c1C(=O)c1ccc(F)cc1	-3.7	14.2	13.0	-13.4	-1.9	-18.2	-16.8	18.9	-10.0

(next part)
SMILES	CRFBP-R2 agonist	M4 antag	M5 antag	M4 PAM	CHRM4 agonist	M5 ag	CHRM5 PAM	M1 antag	CHRM1 PAM
O=C(NCC1CCN(Cc2cccc(Cl)c2)CC1)C1CCCN(c2ncnc3c2nc2n3CCCCC2)C1 (centres undefined)	0.3	36.0*	12.7	-12.0	8.2	-8.6	-13.6	75.3*	-23.0
Nc1cccc(C(=O)OCC(=O)NC2CCCc3ccccc32)c1 (centres undefined)	-2.0	5.1	1.8	-1.9	1.7	-3.7	1.2	-23.0	9.0
Cn1c(C(C(=O)NCC2CCCO2)N(C(=O)Cn2nnc3ccccc32)C2CCCCC2)nc2ccccc21 (centres undefined)	-1.1	-5.2	6.5	9.0	-0.5	-4.3	-3.2	-11.8	12.7
CC(C)(C)c1ccc(C(=O)NCCC(=O)NNC(=O)COc2ccccc2F)cc1	-3.5	-9.5	16.7	2.0	0.9	3.3	2.6	-4.9	0.1
Cc1cccc(N2C(=O)CC(Sc3nccc(C)n3)C2=O)c1 (centres undefined)	-0.4	-11.3	10.8	1.4	0.6	-0.1	-0.3	-2.8	1.8
COc1ccc(NC(=O)C2c3ccccc3OCC(=O)N2CCc2ccccc2)cc1 (centres undefined)	x	-4.1	-2.4	9.8	1.9	0.6	5.6	x	x
